# Mtb BioA inh: blocks M. tuberculosis BioA enzyme activity; 360,000 compounds, 0.096% hits; purified M. tuberculosis BioA enzyme, plate reader; inhibition, % at 9.99 µM; AID 602481; in the data active = inhibition above about 40%
# An asterisk follows results filed as active.
SMILES	Mtb BioA inh
C[C@@H]1CCCCO[C@@H](CN(C)S(=O)(=O)c2ccccc2)[C@@H](C)CN([C@H](C)CO)C(=O)c2cc(NC(=O)CCC(F)(F)F)ccc2O1	-3.1
C[C@H]1CN([C@@H](C)CO)C(=O)c2cccc(NS(=O)(=O)c3ccc(Cl)cc3)c2O[C@@H]1CN(C)C(=O)Nc1ccccc1	-4.0
O=C(C[C@H]1C[C@H]2c3cc(NC(=O)c4cccnc4)ccc3O[C@H]2[C@H](CO)O1)NCC1CC1	8.8
C[C@H]1CN([C@@H](C)CO)C(=O)Cc2cc(NS(=O)(=O)c3cccs3)ccc2O[C@H]1CN(C)C	3.4
C[C@@H]1CN([C@H](C)CO)S(=O)(=O)c2ccc(C3=CCCCC3)cc2O[C@@H]1CN(C)S(=O)(=O)c1ccc(F)cc1	1.4
O=C(N[C@@H]1C=C[C@@H](CC(=O)N2CCN(c3ccccc3)CC2)O[C@H]1CO)c1ccccc1	-0.9
CNC[C@@H]1Oc2ccc(NC(=O)Cc3cn(C)c4ccccc34)cc2CC(=O)N([C@@H](C)CO)C[C@H]1C	2.3
CCNC(=O)C[C@@H]1CC[C@@H]2[C@H](COc3ccc(NC(=O)c4cccc(C(F)(F)F)c4)cc3C(=O)N2C)O1	-2.0
CCCC(=O)Nc1ccc2c(c1)OC[C@@H](C)N(C(C)=O)C[C@H](C)[C@H](OC)CN(C)C2=O	-1.1
O=C(Nc1cccc(F)c1)N1CCCCN2[C@H](C1)[C@@H](c1ccc(C#CC3CC3)cc1)[C@@H]2CO	1.8
COc1ccc(NC(=O)N[C@@H]2CC[C@H](CCn3cc(-c4ccccn4)nn3)O[C@H]2CO)cc1	-0.4
CCCNC(=O)Nc1ccc2c(c1)C(=O)N(C)[C@H]1CC[C@@H](CC(=O)NCCCN(C)C)O[C@H]1CO2	-2.6
CC(C)CC#Cc1cnc2c(c1)C(=O)N([C@H](C)CO)C[C@H](C)[C@@H](CN(C)Cc1cncnc1)O2	-0.6
O=C(C[C@H]1CC[C@H](NC(=O)NC2CCCCC2)[C@H](CO)O1)NCc1ccccc1	-1.2
COCC#Cc1cnc2c(c1)C(=O)N([C@H](C)CO)C[C@@H](C)[C@H](CN(C)C(=O)Nc1ccccc1OC)O2	-2.4

# Later entries
SMILES	Mtb BioA inh
COc1cccc(S(=O)(=O)N(C)C[C@@H]2Oc3ncc(C#CCN(C)C)cc3C(=O)N([C@@H](C)CO)C[C@@H]2C)c1	-2.6
O=C(Nc1ccccc1F)N[C@@H]1CC[C@H](CCNS(=O)(=O)c2ccccc2)O[C@@H]1CO	-0.9
COc1ccc(NC(=O)N(C)C[C@@H]2OCCCC[C@H](C)Oc3ccc(NC(=O)Nc4ccc(C(F)(F)F)cc4)cc3C(=O)N([C@@H](C)CO)C[C@@H]2C)cc1	-2.7
C[C@H](CO)N1C[C@H](C)[C@@H](CN(C)Cc2ccc(C(F)(F)F)cc2)Oc2c(NC(=O)c3nc4ccccc4s3)cccc2C1=O	-1.4
O=C(c1ccccc1F)N1CC[C@@H]2[C@H]1c1cc(-c3ccccc3)ccc1N[C@@H]2CO	-2.0
C[C@H]1CN([C@@H](C)CO)C(=O)c2cccc(NS(=O)(=O)c3ccc(Cl)cc3)c2O[C@H]1CN(C)Cc1ccc(C(=O)Nc2ccccc2N)cc1	-1.4
C[C@@H]1CN([C@H](C)CO)C(=O)c2cc(NC(=O)CCC(F)(F)F)ccc2O[C@H]1CN(C)Cc1ccc(Oc2ccccc2)cc1	-2.2
CCC(=O)Nc1ccc2c(c1)OC[C@H](C)N(C(=O)c1ccncc1)C[C@@H](C)[C@H](OC)CN(C)C2=O	-2.3
C[C@@H]1CN([C@H](C)CO)C(=O)c2cccc(NS(=O)(=O)c3cccs3)c2O[C@H]1CN(C)S(=O)(=O)c1ccccc1	9.5
C[C@@H](NC(=O)C[C@@H]1CC[C@H](NS(=O)(=O)c2cccc(F)c2)[C@H](CO)O1)c1ccccc1	-1.0
COc1ccccc1-c1ccc([C@@H]2[C@H](CO)N3CCCCN(C(=O)NC4CCCC4)C[C@@H]23)cc1	-3.4
CN1c2ccc(C#Cc3cccnc3)cc2[C@@H]2[C@@H](CCN2S(=O)(=O)c2cccc(F)c2)[C@H]1CO	0.6
O=C(Cc1ccccn1)NCC[C@@H]1CC[C@@H](NC(=O)c2ccccc2F)[C@@H](CO)O1	3.5
O=C(c1ccncc1)N1CC[C@@H]2[C@H]1c1cc(-c3ccccc3)ccc1N[C@@H]2CO	10
Cc1cc(C(=O)Nc2cccc3c2O[C@@H](CN(C)CC2CCCCC2)[C@H](C)CN([C@H](C)CO)C3=O)n(C)n1	1.3

# New compounds follow
SMILES	Mtb BioA inh
C[C@H](CO)N1C[C@H](C)[C@@H](CN(C)C(=O)Nc2ccccc2)Oc2ccc(NC(=O)c3ccncc3)cc2CC1=O	1.4
CN(C)C(=O)c1cccc(-c2ccc([C@H]3[C@H](CO)N4CCCCN(Cc5cccnc5)C[C@@H]34)cc2)c1	14
O=C(Nc1cccc(Cl)c1)N1C[C@H]2[C@@H](c3ccccc31)[C@H](CO)N2C(=O)c1ccncc1	-4.3
CC(C)CC#Cc1ccc2c(c1)O[C@@H](CN(C)C(=O)NC(C)C)[C@H](C)CN([C@H](C)CO)S2(=O)=O	1.0
C[C@@H]1CN([C@@H](C)CO)S(=O)(=O)c2ccc(C#C[C@@H](C)O)cc2O[C@@H]1CN(C)C(=O)CN(C)C	3.1
CN(C)C(=O)[C@]1(CCS(=O)(=O)c2ccccc2)N=C(c2ccc(OCCCO)cc2)O[C@@H]1c1ccccc1	3.3
COc1ccc(NC(=O)Nc2ccc3c(c2)C(=O)N([C@@H](C)CO)C[C@H](C)[C@H](CN(C)C(=O)Cc2ccccc2)OCCCC[C@@H](C)O3)cc1	0.1
O=C(C[C@H]1C=C[C@H](NC(=O)c2ccc(F)cc2)[C@@H](CO)O1)NCCc1ccccc1	5.1
O=C(N[C@@H]1CC[C@H](CCNC(=O)C2CCC2)O[C@H]1CO)c1ccncc1	3.1
C[C@@H]1CN([C@@H](C)CO)C(=O)c2cc(-c3cccc(C(=O)N(C)C)c3)cnc2O[C@H]1CN(C)C(=O)Cc1ccccn1	-0.3
C[C@H](NC(=O)C[C@@H]1C[C@H]2c3cc(NC(=O)C4CCC4)ccc3O[C@H]2[C@@H](CO)O1)c1ccccc1	-1.2
C=CCOC(=O)[C@@H]1[C@H]2C(=O)O[C@H](c3ccccc3)[C@H](c3ccccc3)N2[C@H](c2ccc(OCCOC(=O)[C@@H]3C[C@@H]4C(=O)N5CCC[C@H]5C(=O)N4[C@@H]3c3ccc(O)cc3)cc2)[C@@]12C(=O)Nc1ccc(I)cc12	-2.2
COc1cccc(NC(=O)N(C)C[C@H]2Oc3cc(C#Cc4ccncc4)ccc3S(=O)(=O)N([C@H](C)CO)C[C@@H]2C)c1	1.5
C[C@@H]1CN([C@@H](C)CO)S(=O)(=O)c2ccc(-c3ccncc3)cc2O[C@@H]1CN(C)C(=O)CC1CC1	-0.2
C[C@H](CO)N1C[C@H](C)[C@@H](CN(C)C(=O)Nc2ccccc2)Oc2ccc(NS(=O)(=O)c3cn(C)cn3)cc2CC1=O	-1.8

# Next part:
SMILES	Mtb BioA inh
C[C@H](CO)N1C[C@H](C)[C@@H](CN(C)C(=O)Cc2ccccc2)OCCCC[C@H](C)Oc2ccc(NC(=O)Nc3ccc4c(c3)OCO4)cc2C1=O	-1.8
Cc1ccc(NC(=O)Nc2ccc3c(c2)C(=O)N(C)[C@H]2CC[C@H](CC(=O)O)O[C@@H]2CO3)cc1	-1.7
CCC(=O)N(C)C[C@H]1Oc2ncc(C#CCc3ccccc3)cc2C(=O)N([C@H](C)CO)C[C@H]1C	-1.5
C[C@@H]1CN([C@@H](C)CO)C(=O)c2cc(NC(=O)Cc3cn(C)c4ccccc34)ccc2O[C@@H]1CN(C)C(=O)Nc1cccc2ccccc12	1.5
Cc1ccc(S(=O)(=O)NCC[C@H]2CC[C@@H](NC(=O)NC(C)C)[C@@H](CO)O2)cc1	2.1
COc1ccc(S(=O)(=O)N(C)C[C@H]2OCCCC[C@@H](C)Oc3ccc(NC(=O)CCCN(C)C)cc3C(=O)N([C@@H](C)CO)C[C@H]2C)cc1	-0.7
N#C[C@@H]1[C@@H](c2ccc(C#Cc3ccccc3F)cc2)[C@@H](CO)N1C(=O)C1CCCCC1	-4.1
O=C1N(Cc2ccccc2)Cc2ccccc2[C@H]2OC(c3ccc(OCCCO)cc3)=N[C@@]12Cc1ccccc1	-0.5
CN(C)C(=O)C[C@H]1CC[C@H](NC(=O)C2CCC2)[C@@H](CO)O1	0.6
C[C@@H]1CN([C@@H](C)CO)C(=O)Cc2cc(NS(=O)(=O)c3ccc(F)cc3)ccc2O[C@@H]1CN(C)S(=O)(=O)c1cccs1	-1.2
COc1ccc(NC(=O)Nc2ccc3c(c2)[C@@H]2C[C@@H](CC(=O)NCCc4ccccc4)O[C@@H](CO)[C@@H]2O3)cc1	-2.1
C[C@@H]1CN([C@@H](C)CO)C(=O)c2cc(NS(=O)(=O)c3ccc(Cl)cc3)ccc2O[C@@H]1CN(C)Cc1ccc2c(c1)OCO2	-1.6
Cn1cnc(S(=O)(=O)N2C[C@H](O)COC[C@H]3O[C@H](CC(=O)NC4Cc5ccccc5C4)CC[C@@H]32)c1	-1.8
C[C@H]1CN([C@@H](C)CO)C(=O)c2cc(-c3ccc(F)cc3)cnc2O[C@@H]1CN(C)C(=O)NC1CCCC1	1.4
C[C@H]1CCCCO[C@@H](CN(C)S(=O)(=O)c2ccccc2)[C@@H](C)CN([C@@H](C)CO)C(=O)c2cc(NC(=O)CCC(F)(F)F)ccc2O1	2.3

# Continued:
SMILES	Mtb BioA inh
CCCNC(=O)[C@H]1[C@H](CO)[C@H]2Cn3c(ccc(C4=CCCC4)c3=O)[C@@H]1N2C(=O)C1CC1	-1.7
COc1cccc(-c2ccc3c(c2)O[C@H](CN(C)C(=O)C2CCC2)[C@@H](C)CN([C@H](C)CO)S3(=O)=O)c1	-2.0
COc1ccc(-c2ccc3c(c2)O[C@@H](CN(C)C(C)=O)[C@@H](C)CN([C@@H](C)CO)S3(=O)=O)cc1	1.3
COCC(=O)N1CCCCN2[C@H](C1)[C@@H](c1ccc(-c3ccc(F)cc3)cc1)[C@@H]2CO	0.6
C[C@@H]1CN([C@@H](C)CO)C(=O)c2cc(NC(=O)Nc3cccc4ccccc34)ccc2O[C@@H](C)CCCCO[C@H]1CN(C)C(=O)CCCN(C)C	0.9
C[C@H]1CN([C@@H](C)CO)C(=O)c2cc(C3=CCCC3)cnc2O[C@H]1CN(C)C(=O)CN1CCOCC1	-1.9
CC(=O)NC[C@@H]1[C@@H](c2ccc(-c3cccc(F)c3)cc2)[C@@H](CO)N1C(C)=O	19
O=C(Nc1ccc2c(c1)[C@H]1C[C@@H](CC(=O)N3CCCCC3)O[C@H](CO)[C@H]1O2)NC1CCCC1	-2.5
O=C(NCc1cc(F)cc(F)c1)[C@@H]1[C@@H](CO)[C@@H]2Cn3c(cccc3=O)[C@H]1N2	0.5
CCCNC(=O)N1C[C@H]2[C@@H](c3ccccc31)[C@@H](CO)N2C(=O)c1ccccc1	1.5
CNC[C@H]1Oc2c(NS(=O)(=O)c3cn(C)cn3)cccc2C(=O)N([C@@H](C)CO)C[C@H]1C	-2.0
C[C@@H]1CCCCO[C@H](CN(C)C(=O)c2ccncc2)[C@@H](C)CN([C@H](C)CO)C(=O)c2cc(NC(=O)CCCN(C)C)ccc2O1	-0.3
CC(C)NC(=O)N1[C@H](CO)[C@@H]2c3ccccc3N(C(=O)Nc3ccccc3)C[C@@H]21	-2.4
C[C@@H](NC(=O)C[C@@H]1CC[C@@H]2[C@@H](COc3ccc(NS(=O)(=O)c4ccc(Cl)cc4)cc3C(=O)N2C)O1)c1ccccc1	0.7
CS(=O)(=O)N1[C@@H]2c3ccc(C4=CCCCC4)c(=O)n3C[C@@H]2[C@@H](CO)[C@@H]1C(=O)NCc1ccncc1	5.6

# Part of the list above, with each value named.
> O=C(C[C@H]1C[C@H]2c3cc(NC(=O)c4cccnc4)ccc3O[C@H]2[C@H](CO)O1)NCC1CC1
  Mtb BioA inh: 8.8

> C[C@H]1CN([C@@H](C)CO)C(=O)Cc2cc(NS(=O)(=O)c3cccs3)ccc2O[C@H]1CN(C)C
  Mtb BioA inh: 3.4

> C[C@@H]1CN([C@H](C)CO)S(=O)(=O)c2ccc(C3=CCCCC3)cc2O[C@@H]1CN(C)S(=O)(=O)c1ccc(F)cc1
  Mtb BioA inh: 1.4

> O=C(N[C@@H]1C=C[C@@H](CC(=O)N2CCN(c3ccccc3)CC2)O[C@H]1CO)c1ccccc1
  Mtb BioA inh: -0.9

# Later entries
SMILES	Mtb BioA inh
C[C@@H]1CN([C@@H](C)CO)C(=O)c2cc(C#CC(C)(C)O)cnc2O[C@H]1CN(C)C(=O)CN(C)C	-1.9
CCCC(=O)Nc1ccc2c(c1)C(=O)N(C)C[C@H](OC)[C@@H](C)CN(C(C)=O)[C@H](C)CO2	1.1
O=C(C[C@@H]1C=C[C@@H](NC(=O)C2CCC2)[C@H](CO)O1)NC1CCCCC1	-2.9
CNC[C@@H]1Oc2ncc(-c3ccccc3F)cc2C(=O)N([C@H](C)CO)C[C@@H]1C	4.2
COc1ccc(S(=O)(=O)Nc2ccc3c(c2)C(=O)N([C@H](C)CO)C[C@@H](C)[C@H](CN(C)C(=O)Nc2ccc(F)cc2)O3)cc1	-1.1
CN1C(=O)c2cc(NC(=O)c3ccc4c(c3)OCO4)ccc2OC[C@@H]2O[C@@H](CC(=O)O)CC[C@@H]21	-0.9

# Not all compounds are listed (hit frequency here may not be typical).
